Mtb BioA inh: BioA (M. tuberculosis) enzyme inhibition. inhibition, % at 9.99 µM. 360,000 tested, 0.096% active. AID 602481. purified M. tuberculosis BioA enzyme, plate reader; in the data active means inhibition above about 40%
* hit, by the source's call.

O=C(C[C@@H]1CC[C@H](NC(=O)c2ccccn2)[C@H](CO)O1)NCc1cc(F)cc(F)c1
  Mtb BioA inh: -1.9

C[C@H](CO)N1C[C@H](C)[C@H](CN(C)C(=O)Cc2ccccn2)Oc2ncc(-c3ccccc3)cc2C1=O
  Mtb BioA inh: -1.1

CCCN1C[C@@H](C)[C@H](OC)CN(C)C(=O)c2ccc(NC(=O)C3CCOCC3)cc2OC[C@@H]1C
  Mtb BioA inh: -2.1

COc1ccc(NC(=O)N(C)C[C@H]2Oc3ccc(NS(=O)(=O)c4ccc(OC)cc4)cc3CC(=O)N([C@@H](C)CO)C[C@@H]2C)cc1
  Mtb BioA inh: 6.1

C[C@@H](NC(=O)C[C@H]1CC[C@@H](NC(=O)C2CCOCC2)[C@@H](CO)O1)c1ccccc1
  Mtb BioA inh: 0.1

CCc1csc(N2[C@H](CO)[C@H](c3ccccc3)[C@@H]2CNC)n1
  Mtb BioA inh: -2.7

O=S(=O)(c1ccc(F)cc1)N1CCCCN2[C@H](C1)[C@@H](c1ccc(C#CC3CC3)cc1)[C@@H]2CO
  Mtb BioA inh: -4.9

C[C@@H]1CN([C@H](C)CO)C(=O)c2cc(NC(=O)CCN3CCOCC3)ccc2O[C@@H]1CN(C)S(=O)(=O)c1ccc(Cl)cc1
  Mtb BioA inh: -1.3

COCCNC(=O)C[C@@H]1C[C@H]2c3cc(NC(=O)CN(C)C)ccc3O[C@H]2[C@@H](CO)O1
  Mtb BioA inh: -0.5

CCCC(=O)Nc1ccc2c(c1)C(=O)N(C)[C@H]1CC[C@H](CC(=O)NCc3cccc(F)c3)O[C@H]1CO2
  Mtb BioA inh: 0.0

Fetched by structure from the entries so far, four records:
CCc1csc(N2[C@H](CO)[C@H](c3ccccc3)[C@@H]2CNC)n1
  Mtb BioA inh: -2.7

CCCN1C[C@@H](C)[C@H](OC)CN(C)C(=O)c2ccc(NC(=O)C3CCOCC3)cc2OC[C@@H]1C
  Mtb BioA inh: -2.1

C[C@H](CO)N1C[C@H](C)[C@H](CN(C)C(=O)Cc2ccccn2)Oc2ncc(-c3ccccc3)cc2C1=O
  Mtb BioA inh: -1.1

CCCC(=O)Nc1ccc2c(c1)C(=O)N(C)[C@H]1CC[C@H](CC(=O)NCc3cccc(F)c3)O[C@H]1CO2
  Mtb BioA inh: 0.0

New compounds follow
CCC(=O)N(C)C[C@H]1Oc2cc(C#CC(C)C)ccc2S(=O)(=O)N([C@@H](C)CO)C[C@H]1C
  Mtb BioA inh: 0.7

Cc1cccc(S(=O)(=O)N2C[C@@H]3[C@H](c4ccccc42)[C@H](CO)N3Cc2ccccn2)c1
  Mtb BioA inh: -3.9

C[C@@H]1CCCCO[C@@H](CN(C)Cc2ccncc2)[C@@H](C)CN([C@H](C)CO)C(=O)c2cc(NC(=O)NC3CCCCC3)ccc2O1
  Mtb BioA inh: -0.8

O=C(O)C[C@@H]1C=C[C@@H](NC(=O)Nc2cc(F)ccc2F)[C@@H](CO)O1
  Mtb BioA inh: -1.1

C[C@H]1CN([C@@H](C)CO)C(=O)c2cccc(NC(=O)c3nc4ccccc4s3)c2O[C@H]1CN(C)Cc1ccc(C(=O)O)cc1
  Mtb BioA inh: -1.9

C[C@H]1CN([C@@H](C)CO)C(=O)c2cc(NC(=O)CCN3CCOCC3)ccc2O[C@H]1CN(C)Cc1ccc(-c2ccccc2)cc1
  Mtb BioA inh: 2.4

C[C@H](CO)N1C[C@H](C)[C@@H](CN(C)C(=O)Nc2ccc(C(F)(F)F)cc2)Oc2ccc(NC(=O)Cc3ccccc3)cc2CC1=O
  Mtb BioA inh: -6.0

O=C(NCC(F)(F)F)[C@@H]1[C@@H](CO)[C@@H]2Cn3c(ccc(-c4cccnc4)c3=O)[C@H]1N2Cc1ccccc1
  Mtb BioA inh: 1.3

O=C(Nc1ccc(C(F)(F)F)cc1)N[C@H]1CC[C@@H](CC(=O)N2CCCCC2)O[C@H]1CO
  Mtb BioA inh: -2.3

C[C@H](CO)N1C[C@H](C)[C@@H](CN(C)C(=O)CCN2CCCCC2)Oc2ncc(C#CCN(C)C)cc2C1=O
  Mtb BioA inh: -0.8

COc1cccc(S(=O)(=O)N(C)C[C@@H]2Oc3cc(C#CCN(C)C)ccc3S(=O)(=O)N([C@@H](C)CO)C[C@@H]2C)c1
  Mtb BioA inh: -0.2

C[C@H](CO)N1C[C@H](C)[C@@H](CN(C)C(=O)CN(C)C)Oc2ncc(/C=C/c3ccccc3)cc2C1=O
  Mtb BioA inh: -2.1

CCC(=O)NC[C@H]1[C@@H](c2ccccc2)[C@H](CO)N1C(=O)C1CC1
  Mtb BioA inh: -9.5

COC(=O)C[C@H]1C[C@H]2c3cc(NS(=O)(=O)c4ccc(F)cc4)ccc3O[C@H]2[C@@H](CO)O1
  Mtb BioA inh: 1.9

C[C@H](CO)N1C[C@H](C)[C@H](CN(C)C(=O)Cc2ccccc2)OCc2ccccc2-c2c(n(C)c3ccccc23)C1=O
  Mtb BioA inh: 2.2

Cc1ccc(S(=O)(=O)Nc2ccc3c(c2)C(=O)N([C@H](C)CO)C[C@@H](C)[C@H](CN(C)C(=O)Nc2ccc(C(F)(F)F)cc2)OCCCC[C@H](C)O3)cc1
  Mtb BioA inh: -0.9

CN(C)CC(=O)N1CCCCN2[C@@H](CO)[C@@H](c3ccc(/C=C/c4ccccc4)cc3)[C@@H]2C1
  Mtb BioA inh: -8.2

C[C@@H]1CN([C@@H](C)CO)C(=O)c2cc(NS(=O)(=O)c3cn(C)cn3)ccc2O[C@@H](C)CCCCO[C@H]1CN(C)C
  Mtb BioA inh: -0.5

O=C(C[C@H]1C[C@@H]2c3cc(NC(=O)NC4CCCC4)ccc3O[C@@H]2[C@H](CO)O1)NC1CCCC1
  Mtb BioA inh: -0.9

Cc1ccc(S(=O)(=O)N2C[C@@H](O)COC[C@H]3O[C@H](CC(=O)NCc4ccc5c(c4)OCO5)CC[C@@H]32)cc1
  Mtb BioA inh: -1.2

In the list so far, these contain an aryl methoxy group.
COc1ccc(NC(=O)N(C)C[C@H]2Oc3ccc(NS(=O)(=O)c4ccc(OC)cc4)cc3CC(=O)N([C@@H](C)CO)C[C@@H]2C)cc1
  Mtb BioA inh: 6.1

COc1cccc(S(=O)(=O)N(C)C[C@@H]2Oc3cc(C#CCN(C)C)ccc3S(=O)(=O)N([C@@H](C)CO)C[C@@H]2C)c1
  Mtb BioA inh: -0.2

(next part)
CC(C)C#Cc1ccc([C@H]2[C@@H](C#N)N(C(=O)CN(C)C)[C@H]2CO)cc1
  Mtb BioA inh: 0.0

Cc1cc(C)cc(NC(=O)Nc2ccc3c(c2)C(=O)N(C)[C@@H]2CC[C@H](CC(=O)O)O[C@H]2CO3)c1
  Mtb BioA inh: -2.8

C[C@@H]1CN([C@@H](C)CO)C(=O)c2cc(C#Cc3ccccc3F)cnc2O[C@@H]1CN(C)C(=O)c1ccc2c(c1)OCO2
  Mtb BioA inh: 0.4

O=C(C[C@H]1CC[C@@H](NC(=O)Nc2ccccc2F)[C@@H](CO)O1)NCc1ccccc1
  Mtb BioA inh: 0.8

C/C=C/c1cnc2c(c1)C(=O)N([C@@H](C)CO)C[C@H](C)[C@@H](CN(C)C(=O)NC1CCCC1)O2
  Mtb BioA inh: 8.5

C[C@@H]1CN([C@H](C)CO)C(=O)c2cc(NS(=O)(=O)c3ccc(F)cc3)ccc2O[C@H]1CN(C)S(C)(=O)=O
  Mtb BioA inh: -1.1

CN1c2ccc(-c3ccccc3)cc2[C@@H]2[C@@H](CCN2C(=O)c2ccccc2)[C@@H]1CO
  Mtb BioA inh: -1.4

CN1CCN(C(=O)C[C@@H]2CC[C@@H]3[C@H](COC[C@H](O)CN3C(=O)Cc3ccccc3)O2)CC1
  Mtb BioA inh: -0.5

C[C@H](CO)N1C[C@H](C)[C@H](CN(C)Cc2cccnc2)OCc2ccccc2-c2ccccc2C1=O
  Mtb BioA inh: -0.1

COc1ccccc1S(=O)(=O)N[C@H]1CC[C@H](CCNC(=O)C2CC2)O[C@@H]1CO
  Mtb BioA inh: 2.8

Next section:
Compound,Mtb BioA inh
C[C@H]1CN([C@@H](C)CO)C(=O)Cc2cc(NC(=O)C3CC3)ccc2O[C@@H]1CN(C)C(=O)Nc1ccc2c(c1)OCO2,0.3
O=C(C[C@@H]1C=C[C@H](NC(=O)C2CCC2)[C@H](CO)O1)NCCCN1CCOCC1,0.9
C[C@@H]1CN([C@@H](C)CO)C(=O)c2cc(NC(=O)Cc3cn(C)c4ccccc34)ccc2O[C@@H]1CN(C)Cc1ccccc1,-0.3
COc1ccc(NC(=O)Nc2ccc3c(c2)CC(=O)N([C@@H](C)CO)C[C@H](C)[C@H](CN(C)Cc2ccc(C(F)(F)F)cc2)O3)cc1,2.2
Cc1ccc(S(=O)(=O)N(C)C[C@H]2Oc3ccc(NC(=O)NC(C)C)cc3C(=O)N([C@H](C)CO)C[C@H]2C)cc1,0.4
CCNC(=O)C[C@@H]1CC[C@H]2[C@H](COc3ccc(NC(=O)Cc4ccccc4)cc3C(=O)N2C)O1,-1.0
COc1ccc(CN(C)C[C@@H]2OCCCC[C@H](C)Oc3ccc(NC(=O)NC4CCCCC4)cc3C(=O)N([C@H](C)CO)C[C@H]2C)cc1,-3.8
CO[C@@H]1CN(C)C(=O)c2ccc(NC(C)=O)cc2OC[C@H](C)N(Cc2cc(F)ccc2F)C[C@H]1C,1.1
C[C@@H]1CCCCO[C@@H](CN(C)Cc2ccccc2)[C@@H](C)CN([C@H](C)CO)C(=O)c2cc(NC(=O)Nc3ccccc3)ccc2O1,-0.1
O=C(Cc1ccccn1)NCC[C@H]1CC[C@H](NC(=O)Nc2ccccc2)[C@H](CO)O1,-2.3
C[C@H]1CN([C@@H](C)CO)C(=O)c2cccc(NC(=O)Nc3cccc4ccccc34)c2O[C@@H]1CN(C)C(=O)Nc1cccc2ccccc12,-2.0
COc1ccc(CN(C)C[C@@H]2Oc3ccc(NC(=O)NC(C)C)cc3C(=O)N([C@H](C)CO)C[C@@H]2C)cc1,-1.8
O=C(C[C@H]1C=C[C@H](NC(=O)c2ccccn2)[C@H](CO)O1)NCc1cc(F)cc(F)c1,-2.7
CO[C@@H]1CN(C)C(=O)c2cc(NC(=O)c3cc(C)on3)ccc2OC[C@@H](C)N(CC2CC2)C[C@@H]1C,-1.3
C[C@H](CO)N1C[C@H](C)[C@H](CN(C)CC2CC2)Oc2c(NC(=O)c3cnccn3)cccc2C1=O,-3.1
COc1ccc(NC(=O)Nc2ccc3c(c2)C(=O)N([C@@H](C)CO)C[C@H](C)[C@@H](CN(C)Cc2ccncc2)OCCCC[C@@H](C)O3)cc1,2.2
O=C(Nc1cccc(F)c1)N1CCCCN2[C@H](CO)[C@H](c3ccc(-c4ccncc4)cc3)[C@H]2C1,3.3
CO[C@H](CN(C)S(=O)(=O)c1ccc(Cl)cc1)[C@@H](C)CN(Cc1ccccc1Cl)[C@H](C)CO,-0.8
NCC[C@@H]1CC[C@H](NC(=O)CCN2CCCCC2)[C@H](CO)O1,-2.6
C[C@H]1CN([C@@H](C)CO)C(=O)c2cccc(NS(C)(=O)=O)c2O[C@H]1CN(C)Cc1ccncc1,-1.3
O=C(C[C@H]1C[C@H]2c3cc(NC(=O)C4CCC4)ccc3O[C@H]2[C@@H](CO)O1)NC1CCCC1,-0.6
C[C@@H]1CN([C@H](C)CO)C(=O)c2cc(NC(=O)CCN3CCOCC3)ccc2O[C@@H]1CN(C)Cc1ccc(Cl)c(Cl)c1,0.1
COc1ccc(S(=O)(=O)N(C)C[C@@H]2OCCCC[C@@H](C)Oc3ccc(NC(=O)Nc4ccc(C(F)(F)F)cc4)cc3C(=O)N([C@H](C)CO)C[C@@H]2C)cc1,-3.0
C[C@@H]1CN([C@H](C)CO)C(=O)Cc2cc(NC(=O)c3ccncc3)ccc2O[C@@H]1CN(C)Cc1ccc(Cl)c(Cl)c1,-0.8
COc1cccc(C#Cc2ccc3c(c2)O[C@@H](CN(C)C(=O)c2ccccn2)[C@H](C)CN([C@@H](C)CO)S3(=O)=O)c1,1.6
COc1ccc(NC(=O)N2CCCCN3[C@@H](CO)[C@H](c4ccc(C#Cc5ccccc5)cc4)[C@@H]3C2)cc1,2.0
CN1C(=O)c2cc(NC(=O)c3ccc(F)cc3)ccc2OC[C@@H]2O[C@H](CC(=O)NCC3CC3)CC[C@@H]21,-2.8
C[C@H]1CN([C@@H](C)CO)C(=O)Cc2cc(NC(=O)Nc3ccc(C(F)(F)F)cc3)ccc2O[C@H]1CN(C)Cc1ccc2c(c1)OCO2,3.0
C[C@@H]1CN([C@@H](C)CO)S(=O)(=O)c2ccc(-c3ccncc3)cc2O[C@H]1CN(C)S(C)(=O)=O,0.9
C[C@H]1CN([C@@H](C)CO)S(=O)(=O)c2ccc(-c3cccc(C#N)c3)cc2O[C@H]1CN(C)C,0.1
CC(C)c1cn(CC[C@H]2CC[C@@H](NS(=O)(=O)c3ccc(F)cc3)[C@H](CO)O2)nn1,0.4
O=C(NCc1ccccn1)[C@@H]1[C@@H](CO)[C@@H]2Cn3c(ccc(/C=C/c4ccccc4)c3=O)[C@H]1N2CC1CC1,2.0
C[C@@H]1CN([C@H](C)CO)C(=O)c2cc(NC(=O)CCN3CCOCC3)ccc2O[C@@H]1CN(C)Cc1ccc2c(c1)OCO2,-1.3
CNC[C@@H]1Oc2c(NC(=O)Nc3ccc(C(F)(F)F)cc3)cccc2C(=O)N([C@H](C)CO)C[C@H]1C,1.2
COC(=O)C[C@H]1C[C@H]2c3cc(N)ccc3O[C@H]2[C@H](CO)O1,-0.3
C[C@@H]1CN([C@@H](C)CO)C(=O)c2cc(NS(=O)(=O)c3ccc(F)cc3)ccc2O[C@H]1CN(C)S(C)(=O)=O,-1.0
O=C(C[C@H]1CC[C@@H](NC(=O)Nc2ccc(C(F)(F)F)cc2)[C@@H](CO)O1)NCc1cc(F)cc(F)c1,3.1
COc1ccc(C#Cc2ccc3c(c2)[C@@H]2[C@@H](CCN2S(=O)(=O)c2ccccc2F)[C@@H](CO)N3C)cc1,0.1
O=C(N[C@H]1CC[C@H](CCNC(=O)C2CCOCC2)O[C@H]1CO)c1ccccn1,-3.2
COc1cccc(S(=O)(=O)N[C@@H]2CC[C@@H](CC(=O)NCc3ccccc3)O[C@H]2CO)c1,1.1
CC(C)NC(=O)N(C)C[C@@H]1Oc2cc(-c3cccnc3)ccc2S(=O)(=O)N([C@H](C)CO)C[C@@H]1C,1.3
O=C(C[C@H]1CC[C@@H]2NC[C@@H](O)COC[C@H]2O1)NCc1ccc2c(c1)OCO2,-1.2

An excerpt. The share of hits here may be higher or lower than overall.
